Bioassay records as filed in PubChem BioAssay.
KDM5B inh = inhibitors of human KDM5B histone demethylase | KDM5B demethylase, FDH-coupled NADH fluorescence (FDH is formaldehyde dehydrogenase) | Q9UGL1 | 220,000 tested, 2.6% active | Potency, µM (highest dose often 57.7 µM), inactives show top-dose activity change, negative = inhibition, actives largely listed as inhibitors; active means well fitted inhibition curve with a large enough effect; inconclusive means small, poorly fitted or top-dose-only effect; inactive means no such curve, though single readings can be large or run the other way; further: 0% is about no effect; nearly all actives have a fitted effect of over 70% in size
Target sequence (Q9UGL1 whole entry, looked up): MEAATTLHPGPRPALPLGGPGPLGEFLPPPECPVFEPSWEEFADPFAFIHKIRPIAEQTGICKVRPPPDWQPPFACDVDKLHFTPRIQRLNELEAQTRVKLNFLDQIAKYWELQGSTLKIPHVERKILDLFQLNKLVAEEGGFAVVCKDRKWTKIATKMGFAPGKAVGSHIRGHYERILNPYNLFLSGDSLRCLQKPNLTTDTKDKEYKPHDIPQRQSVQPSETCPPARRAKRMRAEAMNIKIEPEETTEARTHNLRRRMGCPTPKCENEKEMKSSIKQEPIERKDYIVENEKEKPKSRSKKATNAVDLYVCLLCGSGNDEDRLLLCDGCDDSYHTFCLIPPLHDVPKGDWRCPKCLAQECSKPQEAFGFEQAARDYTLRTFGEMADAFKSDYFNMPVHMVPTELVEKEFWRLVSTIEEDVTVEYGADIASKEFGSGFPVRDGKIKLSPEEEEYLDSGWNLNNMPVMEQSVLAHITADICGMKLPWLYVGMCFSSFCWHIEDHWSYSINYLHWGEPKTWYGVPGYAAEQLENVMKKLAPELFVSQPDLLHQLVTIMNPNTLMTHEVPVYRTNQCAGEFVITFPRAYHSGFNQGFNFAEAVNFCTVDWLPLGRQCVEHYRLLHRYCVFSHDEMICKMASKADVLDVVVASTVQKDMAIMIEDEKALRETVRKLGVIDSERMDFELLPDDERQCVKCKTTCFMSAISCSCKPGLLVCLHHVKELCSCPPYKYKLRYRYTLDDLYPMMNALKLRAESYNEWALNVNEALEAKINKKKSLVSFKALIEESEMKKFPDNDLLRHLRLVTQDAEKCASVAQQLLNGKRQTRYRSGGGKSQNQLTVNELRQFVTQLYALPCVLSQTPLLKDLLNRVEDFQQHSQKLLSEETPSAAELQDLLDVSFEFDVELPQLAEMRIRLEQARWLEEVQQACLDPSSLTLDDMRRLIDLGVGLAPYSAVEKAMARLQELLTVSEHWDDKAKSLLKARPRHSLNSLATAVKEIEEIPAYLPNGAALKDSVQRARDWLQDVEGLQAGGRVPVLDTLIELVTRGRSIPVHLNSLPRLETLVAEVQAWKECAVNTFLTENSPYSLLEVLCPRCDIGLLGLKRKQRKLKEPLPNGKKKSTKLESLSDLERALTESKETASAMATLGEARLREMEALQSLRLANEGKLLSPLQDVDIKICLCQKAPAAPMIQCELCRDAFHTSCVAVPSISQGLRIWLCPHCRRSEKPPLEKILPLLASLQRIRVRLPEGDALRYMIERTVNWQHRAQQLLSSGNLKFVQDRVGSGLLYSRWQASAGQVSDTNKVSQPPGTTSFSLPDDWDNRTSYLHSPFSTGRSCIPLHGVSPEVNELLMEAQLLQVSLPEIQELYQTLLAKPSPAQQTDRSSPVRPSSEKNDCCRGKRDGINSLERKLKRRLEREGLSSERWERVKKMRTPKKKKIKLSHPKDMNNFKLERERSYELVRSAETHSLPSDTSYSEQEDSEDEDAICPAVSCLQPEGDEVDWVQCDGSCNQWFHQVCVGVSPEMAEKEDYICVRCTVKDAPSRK
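Measured: NADH fluorescence change, 30 min, RT. System: KDM5BΔAP 200 nM final, H3K4me3 peptide, α-KG, Fe(II), ascorbate, NAD⁺ plus FDH, pH 7.5 HEPES. Compounds: titrated, 10 min pre-incubation with enzyme.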
An asterisk follows results filed as active; i = inactive; ? = inconclusive; [ ] = remark or other dose. Potency means the concentration at half of the fitted maximal effect.

Sample of the layout, three compounds:
KDM5B inh,compound
19.6%[86.2 µM],CC(c1cccs1)N(C)C(=O)c1ccc(Cl)cn1 (centres undefined)
-0.6%,CC1CCN(c2nc3ccc(C(=O)NCc4ccccc4)cc3s2)CC1
-13.9%,COc1ccc(Cl)cc1NC(=O)CSC1=Nc2ccccc2C2=NC(CCC(=O)NCc3ccc(F)cc3)C(=O)N12 (centres undefined)

The whole of this part, from the first entry:
KDM5B inh,compound
19.6%[86.2 µM],CC(c1cccs1)N(C)C(=O)c1ccc(Cl)cn1 (centres undefined)
-0.6%,CC1CCN(c2nc3ccc(C(=O)NCc4ccccc4)cc3s2)CC1
-13.9%,COc1ccc(Cl)cc1NC(=O)CSC1=Nc2ccccc2C2=NC(CCC(=O)NCc3ccc(F)cc3)C(=O)N12 (centres undefined)
?,COc1ccc(C(=O)Nc2cccc3cccnc23)cc1Cl
i,CN1CCN(c2oc(-c3ccc(S(=O)(=O)N4CCCCC4)cc3)nc2C#N)CC1
35.5µM*,Cc1ccccc1-c1cnc2[nH]cc(CC(=O)N3CCOCC3)c2c1
22.7%,Cc1ccc(CNC2CC3CCC2(C)C3(C)C)s1 (centres undefined)
-27.8%,O=C(CSc1n[nH]c(-c2ccccc2Cl)n1)N1CCN(c2ccccc2)CC1
3.0%,COc1ccc(CNC(=O)C2CCCN(S(=O)(=O)c3cc(-c4noc(C)n4)ccc3C)C2)cc1 (centres undefined)
14.1µM*,CN1Cc2cccn2CC1CNC(=O)c1nccn1C (centres undefined)
-14.0%,CCCn1cc(C(=O)n2nc(C)cc2C)c(S(=O)(=O)N2CCN(c3ccc(Cl)cc3)CC2)n1
-11.7%,COC(=O)[C@@H](Cc1cccnc1)NC(=O)[C@H]1CN(C(=O)c2cccnc2)CCN1S(=O)(=O)c1ccccc1
-1.8%,CN(C)c1cc(CC2CC(=O)N(c3ccccc3)C2)ncn1 (centres undefined)
-28.4%,O=C(Nc1ccccc1C(F)(F)F)c1cccc(Cl)c1
9.7%,COc1cccc(-c2nc(CS(=O)(=O)CC(=O)Nc3ccc(F)cc3F)c(C)o2)c1

(more compounds)
KDM5B inh,compound
17.5%,CCOC(=O)/C(C(N)=O)=C(\OC)C(=O)CC(=O)c1ccc(C)cc1
20.9%,Cc1ccc(CN2CCC3(CC2)C(C(=O)O)CC(=O)N3C)o1 (centres undefined)
4.8%,CN(C(=O)Cn1nc(Cc2cccnc2)c2ccccc2c1=O)c1ccccc1Cl
23.8%,Nc1nc(C2CC(NC(=O)Cc3ccc4c(c3)OCO4)C2)cc(=O)[nH]1 (centres undefined)
8.8%,CCC(NC(=O)C1CCOC1)C12CC3CC(CC(C3)C1)C2 (centres undefined)
6.1%,C#CCN1CC(N(C)CCCO)CS1(=O)=O (centres undefined)
?,CCc1ccc(S(=O)(=O)NCc2nc3cccnc3n2Cc2ccccc2Cl)cc1
?,Cc1ccc2[nH]c(CCCn3cc(-c4nccn4C)nn3)nc2c1C
7.1%,COc1cc(/C=C(/C#N)C(=O)OC(C)C)cc(Cl)c1OC
3.9%,COc1ccc(NC(=O)CN(C)C(=O)Cn2[nH]c(=O)c3ccccc3c2=O)cc1
1.4%[86.2 µM],CNC(=O)CCn1ncc2cc(OCc3ccccc3-c3c(F)cccc3OC)ccc21
20.8%[86.2 µM],O=C(NC[C@H]1OC[C@@H](NC2CCCCC2)[C@@H]1O)C1CCCC1
4.0%,COc1ccc(C(=O)COc2ccc(C#N)cc2OC)cc1Br
-18.4%,CCN1CCC(N(Cc2ccco2)C(=O)Nc2cc(Cl)ccc2C(=O)OC)CC1
?,O=C(NC1CCCCC1)c1ccccc1NC(=O)C1CCN(S(=O)(=O)Cc2ccccc2)CC1

Nothing new here: entries from further up.
KDM5B inh,compound
3.9%,COc1ccc(NC(=O)CN(C)C(=O)Cn2[nH]c(=O)c3ccccc3c2=O)cc1
1.4%[86.2 µM],CNC(=O)CCn1ncc2cc(OCc3ccccc3-c3c(F)cccc3OC)ccc21
20.8%[86.2 µM],O=C(NC[C@H]1OC[C@@H](NC2CCCCC2)[C@@H]1O)C1CCCC1

The listing picks up with the 2 entries that preceded the break.
KDM5B inh,compound
-18.4%,CCN1CCC(N(Cc2ccco2)C(=O)Nc2cc(Cl)ccc2C(=O)OC)CC1
?,O=C(NC1CCCCC1)c1ccccc1NC(=O)C1CCN(S(=O)(=O)Cc2ccccc2)CC1
0.6%[86.2 µM],O=C(N[C@H]1CCN2C(=O)N(c3ccc(OC(F)(F)F)cc3)C(=O)[C@@H]2C1)c1ccncc1
-10.9%,CCC(=O)NC(C)C(=O)N1CCn2nc(Cc3ccccc3)cc2C1 (centres undefined)
-1.2%,Cc1ccccc1OCC(=O)OCc1cc(=O)n2ccsc2n1
0.6%,Cc1onc(-c2c(F)cccc2Cl)c1C(=O)Nc1nnc(C(C)C)s1
-30.2%,COCCC(=O)N[C@@H]1CN(c2ccncn2)C[C@H]1CN(C)C
35.5µM*,CN1CCCC2(C1)CN(C)c1ccc(C(=O)NCc3cccs3)cc12 (centres undefined)
-11.0%,O=C(NCCc1noc(C2CC2)n1)c1ccc2c(c1)OCO2
-28.9%,C(=C\c1ccccc1)/CN1CCN(Cc2nc(COc3ccccc3)no2)CC1
20.7%,O=C(Nc1cc(S(=O)(=O)N2CCOCC2)ccc1N1CCCC1)c1ccccc1C(F)(F)F
11.9%,O=C(CC[C@@H]1CNC(=O)[C@@H]2C[C@H](NC(=O)Nc3ccc(F)cc3F)CN12)NCc1ccc(F)cc1
-16.6%[86.2 µM],CC1=NOC2(CCN(C(=O)c3ccc(F)cc3)CC2)C1
-10.2%,CC1CCN(C(=O)C2(c3ccc(NC(=O)C4CC4)cc3)CCCCC2)CC1
9.1%,Cc1cccc(NC(=O)CCNC(=O)Cc2ccccc2)c1C
-7.2%,CCN(CC(=O)NCc1ccc(F)cc1)C(=O)C1CC1C (centres undefined)
19.1%[86.2 µM],O=C(NCc1ccccc1)N1CCC(O)(c2csc(CN3CC[C@@H](O)C3)n2)CC1

(listing goes on)
KDM5B inh,compound
-0.1%,COC(=O)c1sc(-c2ccc(Cl)cc2)cc1NC(=O)c1ccccc1C(=O)O
-2.5%,COc1ccc(-n2c3c(c(=O)[nH]c2=O)C(C(F)(F)F)(C(F)(F)F)N=C(c2ccncc2)N3)cc1
?,Cc1ccc2c(CNCc3ccc(C)o3)c(C(=O)O)n(Cc3ccc(F)cc3)c2c1
-18.0%,Cc1ccc(C2Cn3nnc(-c4nc(-c5ccccc5F)no4)c3CO2)c(C)c1 (centres undefined)
12.5%,O=C(c1ccccc1Cl)N1C[C@@H](CO)[C@H](c2ccncc2)C1
6.7%,Cc1ccc(S(=O)(=O)c2nnn(CC(=O)Nc3ccccc3C)c2N)cc1C
-2.4%,O=C(CN1C(=O)c2cccc3cccc1c23)Nc1ccccc1Br
-4.7%,Cc1noc([C@@H]2CN(Cc3cccc(Cl)c3F)C[C@H]2CO)n1
-6.4%,CCOc1cccc(CC(=O)N2CCc3c([nH]c4ccccc34)C2c2ccc(Cl)cc2)c1OCC (centres undefined)
-9.4%,CCN(Cc1ccc(OC)c(F)c1)C(=O)c1nn(C)c(=O)c2ccccc12
-13.5%,Cc1cccc(NC(=O)CSc2nnc(Cc3ccccc3)n2-n2cccc2)c1
-3.3%,COc1ccc(NC(=O)N2CC(c3nnc(-c4ccncc4)o3)C3(CCOCC3)C2)c(C)c1 (centres undefined)
?,COc1ccc(C(=O)Nc2ccc(-c3noc([C@@H]4CCCN4Cc4ccc(OC(F)(F)F)cc4)n3)cn2)cc1
-1.0%,Cc1ccc(NC(=O)CSc2ccccc2C(=O)Nc2ccc3c(c2)OCCCO3)cc1
12.2%,O=C(Cn1nnc(-c2ccccc2Cl)n1)N1CCC(c2nc3ccccc3s2)CC1

(further entries)
KDM5B inh,compound
5.4%,COc1ccc(C(=O)Nc2nc(C)c(C(=O)N(C)C)s2)cc1OC
8.6%,Cc1nc2ccc(Cl)cc2cc1C(=O)N(C)CCOc1ccc(F)cc1
8.0%,O=C(NCc1ccccc1)c1cc(Sc2cccc(Cl)c2)nc2ccccc12
-5.4%,COc1cccc(NC(=O)CCS(=O)(=O)c2cc(-c3cc(C)no3)ccc2OC)c1
88.8%[activator][115 µM],O[C@@H]1CCN(Cc2nc(C3(O)CCNCC3)cs2)C1
-24.0%,Cc1ccc2oc3c(c(=O)c2c1)C(c1ccccc1F)N(CCCN1CCOCC1)C3=O (centres undefined)
2.3%,N#Cc1c(N)n[nH]c1CCCCCNC(=O)Cc1ccc(-c2ccccc2)cc1
-21.3%,N#Cc1ccccc1NC(=O)C(=O)NCCc1csc2nc(-c3cccc(F)c3)nn12
-5.5%,CCNC(=O)[C@@H]1C[C@@H](NC(=O)CO)CN1C(=O)CCc1ccc(O)cc1
-9.2%,Cc1c(C(=O)OCCOc2ccc(Cl)cc2Cl)sc(=S)n1C
5.2%,COc1ccc2c(c1)c(C(C(=O)O)N1CCN(c3cccc(Cl)c3)CC1)cn2CCC(=O)O (centres undefined)
-15.4%,COc1ccc(-c2nc(-c3cccs3)sc2-c2ccc(OC)cc2)cc1
21.4%,NS(=O)(=O)c1ccccc1[N+](=O)[O-]
2.5%,O=C(NC1CCCC1)C1CCCCC(=O)N1Cc1ccccc1 (centres undefined)
12.1%,CCCCc1ccc(C(=O)Nc2ccc3nc(N4CCN(CC)CC4)cc(C)c3c2)cc1

(further entries)
KDM5B inh,compound
-4.9%,O=C(CSc1nc2ccsc2c(=O)n1-c1cc(F)cc(F)c1)Nc1ccc2c(c1)OCCO2
?,Cc1cc2c(c(=O)n1Cc1ccccn1)C(c1cc3c(cc1Br)OCO3)C(C#N)=C(N)O2 (centres undefined)
9.9%,CC(Sc1ncc(C(F)(F)F)cc1Cl)C(=O)NC(C)c1ccc(F)cc1 (centres undefined)
?,CC(=O)c1c(C)[nH]c(C(=O)/C(C#N)=C/c2cccc(C)c2)c1C
-26.5%,COCCN1CC2(CCCN(C(=O)c3ccc(C)n(C)c3=O)C2)CCC1=O (centres undefined)
2.1%[86.2 µM],O=C(NCC(F)(F)F)c1nc2sccn2c1Br
7.0%,COc1cccc(CN2CCC3(CC2)CC(c2ccccc2)C(=O)N3C)c1 (centres undefined)
-10.2%,Cc1c(NC(=O)c2nc3ccccc3nc2N2CCCCC2)cccc1[N+](=O)[O-]
28.2µM*,Cc1noc(-c2ccn3c(CNC(=O)Cc4cccc(F)c4)nnc3c2)n1
?,CC(C)c1noc(CC2CCN(C(=O)c3cccc(N(C)C)c3)CC2)n1
-43.5%,CCCCOc1ccc(CNC(=O)CN2C(=O)CCn3nc(-c4cn(C)c5ccccc45)cc32)cc1
-9.5%,COc1ccc(-c2noc(-c3ccc(NCCc4ccccc4)c([N+](=O)[O-])c3)n2)cc1
-13.9%,CCCn1c2ccccc2c2cnn(CC(=O)NCC3CCN(Cc4ccccc4C)CC3)c(=O)c21
154.6%[activator],Cn1nc2n(c1=O)CCC(N)CC2 (centres undefined)
-20.8%,CSc1n[nH]c(=S)n1N

New compounds follow
KDM5B inh,compound
-0.6%,COCc1nc(NCc2nc(-c3cccnc3)no2)c2cnn(C)c2n1
?,Cc1ccc(NC(=O)C2CCCN(S(=O)(=O)c3ccc4[nH]c(=O)ccc4c3)C2)cc1Cl (centres undefined)
-19.2%,COc1ccc(N2CCN(c3nc(C(=O)NCc4ccco4)cs3)CC2)cc1
20µM*,COc1cccc(-c2cc3c(=O)n(CCNC(=O)c4ccc(OC)c(F)c4)ccn3n2)c1
-25.5%,COc1cccc(CC(=O)N2CCCN(S(=O)(=O)c3ccccc3)CCC(=O)NCC2)c1
?,Cc1ccc(C(=O)Nc2ccc3oc(-c4ccccc4C)nc3c2)cc1
-23.5%,COc1ccc(NC(=O)C(NC(=O)/C=C\c2ccc3c(c2)OCO3)c2ccccc2)cc1 (centres undefined)
23.5%,O=C(NCCc1ccc(Cl)cc1)c1cccs1
5.3%,CC1(C)Cc2ccccc2-c2nnc(-c3cccs3)n21
-4.2%,COc1ccc(C(=O)N[C@@H]2CCC[C@@H]2C(=O)NC2CCCCCC2)cn1
8.1%,C=C(C)Cn1c(SCCC)nc2c1c(=O)n(C)c(=O)n2C
-6.4%,COCCCNC(=O)Cn1ccc2c(Cl)cccc21
12.3%,CCC(=O)N1CCCN(S(C)(=O)=O)c2ccccc21
-27.3%,O=C(NC1CCCCC1)N1CCc2n[nH]c(=O)n2CC1
-8.5%,COc1ccc(-c2noc(CSCC(=O)Nc3cc(OC)c(OC)c(OC)c3)n2)cc1OC

Following part.
KDM5B inh,compound
6.8%,O=C(C[C@H]1NC(=O)c2ccccc2NC1=O)NCCc1nc2ccccc2[nH]1
?,CN(Cc1cccc(OC(F)(F)F)c1)C(=O)C1(c2ccc(Cl)cc2)CCOCC1
-5.6%,CC(C)(C)C(=O)O/N=C(\N)c1c(Cl)cccc1Cl
-28.7%,COc1ccc(-c2ccc(=O)n(CC(=O)Nc3cc(OC)ccc3OC)n2)cc1
4.1%,O=C(O)COc1ccc(Br)cc1CP(=O)(c1ccccc1)c1ccccc1
-10.7%,CC(OC(=O)c1nn(C)c(=O)c2ccccc12)C(=O)N1CCCc2ccccc21 (centres undefined)
-12.0%,COc1ccc(CN2C(=O)O[C@@H]3CN(C(=O)NC4CCCCC4)C[C@@H]32)cc1OC
?,CCc1nnc(NC(=O)c2ccc(C)o2)s1
-25.4%,CCCN(CCC)C(=O)Cn1c(=O)n(-c2ccc(CC)cc2)c(=O)c2c3c(sc21)CCC3
17.5%,CC(=O)Nc1ccc(S(=O)(=O)N2CCN(C(=O)C3COc4ccccc4O3)CC2)cc1 (centres undefined)
-12.9%,COc1ccc(NC(=O)Cn2ccn(Cc3ccccc3)c(=O)c2=O)cc1Cl
8.2%,CC(=O)Nc1ccc(/C(C)=N/OCc2cccc3cccnc23)cc1
?,CCN1CCCC1CNC(=O)c1cc2ccccc2oc1=O (centres undefined)
-26.5%,CC(=O)c1cccc(S(=O)(=O)NCCC(=O)NCC2CCCCC2)c1
1.3%[115 µM],O=C(c1ccc(Cl)cc1)N1CC2(CCCN(CC3CC3)C2)Cc2ccccc21 (centres undefined)

These rows are one share of the data; rates above refer to the full screens.
